GSH fluor: compound fluorescence on glutathione beads, profiling panel, artefact control, biophysical, 488/530 nm, flow cytometry | GSH beads flow cytometry, compound fluorescence 488/530 nm; stronger effect = higher value | fluorescence (KMESF) at 10 µM | 190,000 tested, 0.25% active | AID 1776, 2009; in the data active = fluorescence above about 89;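 also: glutathione beads carrying GST-tagged Bcl family fusion proteins plus one bare bead set; values are compound well signal with DMSO vehicle wells as background; inactives centre near 16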
ABCG2 inh: ABCG2 efflux pump inhibitors, primary screen, multiplex with ABCB1, IgMXP3 cells, flow cytometry; Broad substrate specificity ATP-binding cassette transporter ABCG2 (Homo sapiens), Q9UNQ0; JC-1 efflux; inhibition, % at 6.6 µM; 190,000 tested, 0.1% active;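 active = inhibition above 80%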;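 also: 0% = DMSO and 100% = nicardipine control wells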
Target sequence (Q9UNQ0 whole entry, looked up): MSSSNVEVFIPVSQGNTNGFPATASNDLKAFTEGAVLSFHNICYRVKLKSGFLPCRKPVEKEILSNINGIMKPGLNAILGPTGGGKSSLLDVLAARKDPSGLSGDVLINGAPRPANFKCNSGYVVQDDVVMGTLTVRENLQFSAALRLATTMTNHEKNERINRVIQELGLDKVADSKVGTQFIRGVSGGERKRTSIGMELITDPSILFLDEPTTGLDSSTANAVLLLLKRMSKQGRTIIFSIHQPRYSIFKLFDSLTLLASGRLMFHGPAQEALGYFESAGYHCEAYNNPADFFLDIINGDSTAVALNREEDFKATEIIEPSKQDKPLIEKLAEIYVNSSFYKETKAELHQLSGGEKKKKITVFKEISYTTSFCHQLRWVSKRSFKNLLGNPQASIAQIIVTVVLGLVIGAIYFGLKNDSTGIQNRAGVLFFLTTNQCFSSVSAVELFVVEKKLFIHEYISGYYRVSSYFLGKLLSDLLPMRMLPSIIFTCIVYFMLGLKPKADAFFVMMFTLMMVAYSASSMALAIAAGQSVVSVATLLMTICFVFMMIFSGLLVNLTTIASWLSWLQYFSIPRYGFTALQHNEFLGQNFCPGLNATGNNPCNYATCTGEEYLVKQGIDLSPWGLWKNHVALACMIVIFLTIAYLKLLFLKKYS
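Test system: IgMXP3 cells (ABCG2) mixed with DDAO far-red-labelled CCRF-Adr cells (ABCB1). Reagent: JC-1 transporter substrate. Compound dosing: single test compound dose, 6.6 µM final. Times: 10 min compound exposure, 25 °C. Detection: flow cytometry of retained JC-1 fluorescence. Read-out basis: efflux inhibition in percent versus controls. Controls: nicardipine and DMSO wells.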
RGS7-Gao reg: RGS7-Galphao binding modulators, primary screen, biochemical, multiplexed bead flow cytometry. Guanine nucleotide-binding protein G(o) subunit alpha (Homo sapiens), P09471. actives lie on both sides. binding response (% of control), % at 10 µM. 220,000 tested, 0.35% active. AID 1439, 2008; in the data active = binding response below about 49% or above about 150%; inconclusive = no clear call, values can overlap the other calls; inactive = in between;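 also: fluorescent Galphao held in activated GDP-AlF4 state binding bead-coupled RGS7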
Mcl1-Bid inh: Mcl-1/Bid binding inhibitors, primary screen, biochemical, TR-FRET, 1536-well | Induced myeloid leukemia cell differentiation protein Mcl-1 (Homo sapiens), Q07820 | TR-FRET Mcl-1/Bid-Dy647 peptide binding | inhibition, % at 21.7 µM | 220,000 tested, 0.97% active | AID 1021, 2008;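 active = compounds that cut the binding signal by more than half at the single screening dose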;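 also: His-tagged Mcl-1 with europium anti-His antibody binding Bid BH3 peptide; 0% = Mcl-1 plus peptide wells and 100% = peptide-only wells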
Target sequence (Q07820 whole entry, looked up): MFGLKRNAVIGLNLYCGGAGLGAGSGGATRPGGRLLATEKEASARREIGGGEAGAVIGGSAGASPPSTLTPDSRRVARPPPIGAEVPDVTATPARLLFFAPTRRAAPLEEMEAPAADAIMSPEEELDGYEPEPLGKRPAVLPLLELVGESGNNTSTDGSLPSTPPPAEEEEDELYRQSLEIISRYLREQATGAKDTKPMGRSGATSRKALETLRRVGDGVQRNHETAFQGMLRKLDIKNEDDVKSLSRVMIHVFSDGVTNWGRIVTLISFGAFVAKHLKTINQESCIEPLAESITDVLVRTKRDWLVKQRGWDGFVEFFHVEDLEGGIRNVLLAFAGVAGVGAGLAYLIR
Avidin fluor: green autofluorescence of compounds with avidin beads – biophysical, 488/530 nm, flow cytometry, artefact control, profiling panel | compound fluorescence 488/530 nm; stronger effect = higher value | fluorescence (KMESF) at 10 µM | 220,000 tested, 0.38% active; in the data active = fluorescence above about 47; also: inactives centre near 10
Mcl1 Noxa PPI: Mcl-1/Noxa binding inhibitors, primary screen, biochemical, TR-FRET, 1536-well. Induced myeloid leukemia cell differentiation protein Mcl-1 (Homo sapiens), Q07820. TR-FRET Mcl-1/Noxa peptide binding, 2 h. inhibition, % at 21.7 µM. 220,000 tested, 1.5% active. AID 1022, 2008;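 active = compounds that cut the protein-peptide binding signal by more than 50% relative to plate controls in a single-dose test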;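 also: His-tagged Mcl-1 with rhodamine Noxa BH3 peptide and terbium anti-His antibody; 0% = Mcl-1 plus Noxa peptide wells and 100% = peptide-only wells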
ABCB1 block: ABCB1 efflux pump inhibitors, primary screen, cell-based, multiplex, flow cytometry, ABCG2 counter-screen. inhibition, % at 6.6 µM. CCRF-Adr cells, JC-1 efflux. AID 1326, 2008. 190,000 tested, 0.067% active. ATP-dependent translocase ABCB1 (Homo sapiens), P08183; in the data active = inhibition above about 40%;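 also: 0% = vehicle and 100% = reference inhibitor; higher value means more JC-1 retained so stronger ABCB1 efflux block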
Pf gamet viab: late stage P. falciparum gametocyte viability inhibitors, primary screen, ATP luminescence, HTS; 150,000 tested, 0.065% active; inhibition, % at 10.9 µM; P. falciparum stage V gametocytes, 24 h;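 active = inhibition above the mean plus 3 SD of compounds within the control limits, set per campaign, cut at about 38% in these data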;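 also: 0% = DMSO wells and 100% = medium only without gametocytes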
RGS4-Gao reg: modulators of RGS4 binding to Galphao, primary screen, biochemical, multiplexed bead flow cytometry; Guanine nucleotide-binding protein G(o) subunit alpha (Homo sapiens), P09471; actives lie on both sides; binding response (% of control), % at 10 µM; 220,000 tested, 0.33% active; in the data active = binding response below about 49% or above about 150%; inactive = in between;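 also: fluorescent Galphao activated with aluminum fluoride binding bead-coupled RGS4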
Bim-Mcl-1: inhibitors of Bim peptide binding to Mcl-1, primary screen, biochemical, bead-based flow cytometry, multiplex; inhibition, % at 10 µM; 190,000 tested, 0.1% active; AID 1009, 2008; Bim peptide-Mcl-1 binding; in the data active = inhibition above about 40%;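 also: 0% = no compound tracer wells and 100% = peptide blocker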
RGS8-Gao reg: RGS8-Galphao binding modulators, primary screen, biochemical, multiplexed bead flow cytometry | actives lie on both sides | response (percent of control binding), % at 10 µM | Guanine nucleotide-binding protein G(o) subunit alpha (Homo sapiens), P09471 | 220,000 tested, 0.34% active | AID 1423, 2008; in the data active = response below about 60% or above about 140%; inactive = in between;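 also: Galphao activated as the GDP aluminium fluoride complex binding bead-coupled RGS8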
An asterisk follows results filed as active. Compounds were not picked by outcome; about 3.3% have a hit in one of these screens.

The opening 2 records (preview)
How did Cc1nc(-c2ccccc2)sc1C1(C)CC(c2ccc(OC(F)(F)F)cc2)=NO1 (stereo unspecified) do in these assays?
RGS7-Gao reg: inconclusive; Mcl1-Bid inh: -21; Avidin fluor: 7; Mcl1 Noxa PPI: -11; Pf gamet viab: 4; RGS4-Gao reg: 82; RGS8-Gao reg: 91

What do the screens show for `CCCNC(=O)NS(=O)(=O)c1cnccc1Sc1ccc(Cl)c(Cl)c1`?
GSH fluor: 24; ABCG2 inh: 0; RGS7-Gao reg: 102; Mcl1-Bid inh: 4; Avidin fluor: 5; Mcl1 Noxa PPI: -17; ABCB1 block: 0.0; Pf gamet viab: -23; RGS4-Gao reg: 102; Bim-Mcl-1: 0; RGS8-Gao reg: 100

Results (from the top)
How did Cc1nc(-c2ccccc2)sc1C1(C)CC(c2ccc(OC(F)(F)F)cc2)=NO1 (stereo unspecified) do in these assays?
RGS7-Gao reg: inconclusive; Mcl1-Bid inh: -21; Avidin fluor: 7; Mcl1 Noxa PPI: -11; Pf gamet viab: 4; RGS4-Gao reg: 82; RGS8-Gao reg: 91

What do the screens show for `CCCNC(=O)NS(=O)(=O)c1cnccc1Sc1ccc(Cl)c(Cl)c1`?
GSH fluor: 24; ABCG2 inh: 0; RGS7-Gao reg: 102; Mcl1-Bid inh: 4; Avidin fluor: 5; Mcl1 Noxa PPI: -17; ABCB1 block: 0.0; Pf gamet viab: -23; RGS4-Gao reg: 102; Bim-Mcl-1: 0; RGS8-Gao reg: 100

Results for Cc1cc(C)cc(NS(=O)(=O)c2ccc3[nH]c(=O)[nH]c3c2)c1 ?
GSH fluor: 22; ABCG2 inh: -2; RGS7-Gao reg: 91; Mcl1-Bid inh: -12; Avidin fluor: 15; Mcl1 Noxa PPI: 10; ABCB1 block: -2.8; Pf gamet viab: -2; RGS4-Gao reg: 92; Bim-Mcl-1: 2; RGS8-Gao reg: 91

What do the screens show for `COc1ccc(OC)c2c1sc(=NC(=O)C1CCCCC1)n2C`?
RGS7-Gao reg: inconclusive; Mcl1-Bid inh: -11; Avidin fluor: 3; Mcl1 Noxa PPI: -98; Pf gamet viab: 15; RGS4-Gao reg: 99; RGS8-Gao reg: 101

How did Cc1ccccc1N(CC(=O)N/N=C/c1cc(Br)c(C)o1)S(C)(=O)=O do in these assays?
GSH fluor: 28; ABCG2 inh: 9; RGS7-Gao reg: 104; Mcl1-Bid inh: -45; Avidin fluor: 2; Mcl1 Noxa PPI: 19; ABCB1 block: 0.6; Pf gamet viab: -1; RGS4-Gao reg: 101; Bim-Mcl-1: -2; RGS8-Gao reg: 93

What do the screens show for `COc1ccc(/C=C2\NC(=S)N(CC3CCCO3)C2=O)c(OC)c1C` (stereo unspecified)?
GSH fluor: 41; ABCG2 inh: 0; RGS7-Gao reg: 121; Mcl1-Bid inh: -12; Avidin fluor: 7; Mcl1 Noxa PPI: 5; ABCB1 block: -0.1; RGS4-Gao reg: 128; Bim-Mcl-1: -1; RGS8-Gao reg: 118

Results for C=CCn1c(=O)/c(=C/c2ccc(Cl)cc2)s/c1=C(/C#N)c1nnc2n1CCCCC2 ?
GSH fluor: 28; ABCG2 inh: 8; RGS7-Gao reg: 102; Mcl1-Bid inh: 2; Avidin fluor: 11; Mcl1 Noxa PPI: -1; ABCB1 block: 1.3; RGS4-Gao reg: 96; Bim-Mcl-1: -5; RGS8-Gao reg: 97

Results for CC(C)(C)N(Cc1ccccc1)C(=O)c1ccc(Cl)cc1[N+](=O)[O-] ?
GSH fluor: 18; ABCG2 inh: 0; RGS7-Gao reg: 101; Mcl1-Bid inh: -22; Avidin fluor: 11; Mcl1 Noxa PPI: -7; ABCB1 block: 0.2; Pf gamet viab: 14; RGS4-Gao reg: 104; Bim-Mcl-1: 0; RGS8-Gao reg: 99

Results for CC1OC(Nc2ccc(N=Nc3ccccc3)cc2)C(O)C(O)C1O (stereo unspecified) ?
GSH fluor: 13; ABCG2 inh: 5; RGS7-Gao reg: inconclusive; Mcl1-Bid inh: -19; Avidin fluor: 8; Mcl1 Noxa PPI: 0; ABCB1 block: 1.1; Pf gamet viab: 20; RGS4-Gao reg: 101; Bim-Mcl-1: -2; RGS8-Gao reg: 101

What do the screens show for `S=C(Nc1ccc(Cl)cc1Cl)Nc1ccccc1Oc1ccccc1`?
GSH fluor: 27; ABCG2 inh: 2; RGS7-Gao reg: 100; Mcl1-Bid inh: -45; Avidin fluor: 8; Mcl1 Noxa PPI: 3; ABCB1 block: 0.8; RGS4-Gao reg: 97; Bim-Mcl-1: -2; RGS8-Gao reg: 101

Results for CC1(C)CC2CC(C)(CN2C(=O)COC(=O)c2ccc(Cl)cc2N)C1 (stereo unspecified) ?
GSH fluor: 23; ABCG2 inh: 4; RGS7-Gao reg: 101; Mcl1-Bid inh: -7; Avidin fluor: 17; Mcl1 Noxa PPI: 7; ABCB1 block: 1.1; RGS4-Gao reg: 102; Bim-Mcl-1: 0; RGS8-Gao reg: 107

What do the screens show for `CC1Oc2ccccc2C=C1/C=N/NC(=O)c1ccccc1O` (stereo unspecified)?
GSH fluor: 11; ABCG2 inh: 35; RGS7-Gao reg: 100; Mcl1-Bid inh: -8; Avidin fluor: 23; Mcl1 Noxa PPI: 7; ABCB1 block: -0.8; Pf gamet viab: -6; RGS4-Gao reg: 99; Bim-Mcl-1: 0; RGS8-Gao reg: 100

How did Cc1[nH]nc(N)c1-c1ccccc1 do in these assays?
GSH fluor: 12; ABCG2 inh: 5; RGS7-Gao reg: 85; Mcl1-Bid inh: -31; Avidin fluor: 11; Mcl1 Noxa PPI: -7; ABCB1 block: 1.7; RGS4-Gao reg: 92; Bim-Mcl-1: 0; RGS8-Gao reg: 95

What do the screens show for `O=C1CC(N2CCCN(C3CC(=O)N(c4ccc(F)cc4)C3=O)CC2)C(=O)N1c1ccc(F)cc1` (stereo unspecified)?
GSH fluor: 25; ABCG2 inh: 4; RGS7-Gao reg: 100; Mcl1-Bid inh: -10; Avidin fluor: 28; Mcl1 Noxa PPI: 23; ABCB1 block: 0.7; Pf gamet viab: 12; RGS4-Gao reg: 99; Bim-Mcl-1: -1; RGS8-Gao reg: 100

Results for COC(=O)C1=C(C)NC(C)=C(C(=O)OC)C1C(=O)OCC(=O)N1c2ccccc2CC1C (stereo unspecified) ?
GSH fluor: 24; ABCG2 inh: 15; RGS7-Gao reg: 103; Mcl1-Bid inh: -27; Avidin fluor: 28; Mcl1 Noxa PPI: 16; ABCB1 block: 1.2; RGS4-Gao reg: 103; Bim-Mcl-1: -1; RGS8-Gao reg: 103

What do the screens show for `COc1ccc(OCC(=O)NC(=S)Nc2ccccc2F)cc1`?
GSH fluor: 12; ABCG2 inh: -2; RGS7-Gao reg: 98; Mcl1-Bid inh: -53; Avidin fluor: 16; Mcl1 Noxa PPI: 24; ABCB1 block: -0.6; Pf gamet viab: -44; RGS4-Gao reg: 100; Bim-Mcl-1: -6; RGS8-Gao reg: 100

What do the screens show for `CCNc1nc2[nH]c(=O)c3c(c2s1)OC(N)=C(C#N)C3c1ccc(C)cc1` (stereo unspecified)?
GSH fluor: 17; ABCG2 inh: -1; RGS7-Gao reg: 97; Mcl1-Bid inh: -33; Avidin fluor: 34; Mcl1 Noxa PPI: 23; ABCB1 block: -0.1; Pf gamet viab: -4; RGS4-Gao reg: 100; Bim-Mcl-1: 0; RGS8-Gao reg: 98

How did Cc1cccc(-n2c(CNC(=O)Cc3ccccc3)n[nH]c2=S)c1 do in these assays?
GSH fluor: 22; ABCG2 inh: 0; RGS7-Gao reg: 110; Mcl1-Bid inh: -9; Avidin fluor: 5; Mcl1 Noxa PPI: -9; ABCB1 block: -0.8; Pf gamet viab: -5; RGS4-Gao reg: 102; Bim-Mcl-1: -1; RGS8-Gao reg: 103

What do the screens show for `Nc1nc(COc2ccccc2)cs1`?
GSH fluor: 11; ABCG2 inh: 1; RGS7-Gao reg: 100; Mcl1-Bid inh: 3; Avidin fluor: 10; Mcl1 Noxa PPI: 0; ABCB1 block: 0.1; RGS4-Gao reg: 98; Bim-Mcl-1: -2; RGS8-Gao reg: 98

How did CNc1nn(-c2cccc(Cl)c2)nc1N do in these assays?
GSH fluor: 27; ABCG2 inh: 1; RGS7-Gao reg: 97; Mcl1-Bid inh: 96*; Avidin fluor: 23; Mcl1 Noxa PPI: -66; ABCB1 block: 0.2; Pf gamet viab: -41; RGS4-Gao reg: 99; Bim-Mcl-1: -6; RGS8-Gao reg: 100

How did COc1ccc(NC(=S)NCCc2ccc(S(N)(=O)=O)cc2)c(OC)c1 do in these assays?
GSH fluor: 12; ABCG2 inh: 0; RGS7-Gao reg: 108; Mcl1-Bid inh: -57; Avidin fluor: 20; Mcl1 Noxa PPI: -6; ABCB1 block: 0.4; Pf gamet viab: -4; RGS4-Gao reg: 104; Bim-Mcl-1: -1; RGS8-Gao reg: 102

What do the screens show for `COCCN1CCn2c(nc3cc(NC(=O)Cn4nc(C)c5ccccc5c4=O)ccc32)C1`?
RGS7-Gao reg: inconclusive; Mcl1-Bid inh: -12; Avidin fluor: 9; Mcl1 Noxa PPI: 66*; Pf gamet viab: -11; RGS4-Gao reg: 97; RGS8-Gao reg: 102

How did O=C(C/C(=N/O)c1ccccc1O)C(F)F do in these assays?
GSH fluor: 23; ABCG2 inh: 6; RGS7-Gao reg: 98; Mcl1-Bid inh: -16; Avidin fluor: 12; Mcl1 Noxa PPI: -7; ABCB1 block: 0.7; RGS4-Gao reg: 99; Bim-Mcl-1: -4; RGS8-Gao reg: 103

What do the screens show for `O=C(c1ccccc1)c1ccc(OCCCCN2CCCCC2)cc1`?
GSH fluor: 35; ABCG2 inh: -1; RGS7-Gao reg: 103; Mcl1-Bid inh: 43; Avidin fluor: 7; Mcl1 Noxa PPI: 21; ABCB1 block: 0.0; Pf gamet viab: 4; RGS4-Gao reg: 105; Bim-Mcl-1: 0; RGS8-Gao reg: 103

How did COc1cccc(CNc2ccc([N+](=O)[O-])cc2Cl)c1O do in these assays?
GSH fluor: 64; ABCG2 inh: 5; RGS7-Gao reg: 100; Mcl1-Bid inh: -9; Avidin fluor: 12; Mcl1 Noxa PPI: 11; ABCB1 block: 0.6; RGS4-Gao reg: 104; Bim-Mcl-1: -4; RGS8-Gao reg: 102

Screening results deposited in PubChem BioAssay by several laboratories.
